# GALR2 blocker – blocks the human galanin receptor 2. O43603. GALR2-expressing cells, antagonist mode. inhibition, % at 4 µM. AID 828. 140,000 compounds, 0.39% hits; in the data active = inhibition above about 27%;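 also: cells stimulated with galanin 1-16 at roughly its EC80; 0% = agonist challenge control and 100% = basal control without agonist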
# Target sequence (O43603 whole entry, looked up): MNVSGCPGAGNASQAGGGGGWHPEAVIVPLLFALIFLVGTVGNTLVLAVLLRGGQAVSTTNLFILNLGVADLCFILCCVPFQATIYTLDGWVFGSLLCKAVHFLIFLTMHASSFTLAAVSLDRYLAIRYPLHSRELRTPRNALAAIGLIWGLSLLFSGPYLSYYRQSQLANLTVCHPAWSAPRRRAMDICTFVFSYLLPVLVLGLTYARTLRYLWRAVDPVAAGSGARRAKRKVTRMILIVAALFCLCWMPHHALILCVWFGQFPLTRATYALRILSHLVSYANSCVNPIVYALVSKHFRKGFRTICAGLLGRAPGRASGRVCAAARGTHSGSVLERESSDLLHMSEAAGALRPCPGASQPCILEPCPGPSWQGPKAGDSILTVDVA
# BB579 growth dn – reduces growth of yeast BB579 in restrictive medium | S. cerevisiae BB579 growth, OD615, 48 h | inhibition, % at 10 µM | 140,000 compounds, 0.51% hits | AID 804;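 active = inhibition above a set limit, 3 SD over the mean compound inhibition, cut at about 44% in these data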; also: inactives centre near -24
#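 controls = amphotericin B 10 µg/mL, positive | assay system = DeaD yeast strain BB579 | schedule = 48 h compound exposure at 30 °C after 4 h preincubation | detection = OD615 turbidity measurement | medium = restrictive CSMM-D medium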
# NPY-Y2 antag – blocks the human neuropeptide Y Y2 receptor; P49146; NPY-Y2 expressing cells, antagonist mode; inhibition, % at 2.7 µM; 140,000 compounds, 0.99% hits; in the data active = inhibition above about 17%;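 also: 0% = vehicle with agonist challenge and 100% = reference antagonist with challenge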
# Target sequence (P49146 whole entry, looked up): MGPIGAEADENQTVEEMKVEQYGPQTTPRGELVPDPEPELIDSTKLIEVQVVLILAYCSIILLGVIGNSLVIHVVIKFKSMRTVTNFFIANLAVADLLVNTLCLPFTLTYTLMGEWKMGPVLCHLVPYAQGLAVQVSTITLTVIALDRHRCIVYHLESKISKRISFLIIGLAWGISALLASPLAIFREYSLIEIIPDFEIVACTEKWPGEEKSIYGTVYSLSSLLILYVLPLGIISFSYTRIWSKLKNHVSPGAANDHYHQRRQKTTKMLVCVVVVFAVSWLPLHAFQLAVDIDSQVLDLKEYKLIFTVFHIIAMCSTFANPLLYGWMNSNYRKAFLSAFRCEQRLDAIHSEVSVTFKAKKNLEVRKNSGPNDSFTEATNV
# Yeast lifespan up – yeast lifespan extension; S. cerevisiae growth with nicotinamide, OD615; deaD strain in restrictive glucose medium; inhibition of the nicotinamide effect, % at 10 µM; 130,000 compounds, 0.68% hits;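 active = inhibition above a set limit, placed 3 SD over the median of all compounds, cut at about 26% in these data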;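 also: 0% = nicotinamide-treated wells and 100% = cells grown without nicotinamide; some compounds called inactive have numbers as strong as hits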
#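 assay system = DeaD-strain S. cerevisiae | buffer or medium = restrictive glucose medium | reagent = 1.5 mM nicotinamide | compound = 10 µM single point, 0.25% DMSO | incubation = 48 h compound exposure at 30 °C, humidified | signal = OD615 measurement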
# MRP1 act – activates MRP-1; H69AR cells + doxorubicin, viability rescue, CellTiter-Glo; viability increase, % at 10 µM; 140,000 compounds, 0.61% hits;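 active = viability gain under doxorubicin at or above a set limit, the compound median plus 3 SD, cut at about 4.7% in these data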;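 also: MRP-1 overexpressing cells given doxorubicin 25 µM after compound pretreatment; 18-22 h compound pretreatment then 72 h with doxorubicin before readout; 0% = doxorubicin-only wells and 100% = vehicle-treated cells without doxorubicin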
# HCT116 bCat-KO – beta-catenin-lacking colon tumor cell growth suppression; HCT116 beta-catenin knockout viability, CellTiter-Glo, 60 h; hits give low values; viability, % at 10 µM; 140,000 compounds, 1.5% hits; AID 818;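 active = viability at or under a set limit, the compound median less 4 SD, cut at about 6% in these data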;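 also: 0% = Hyamine 1622 control at 20 µM and 100% = untreated cell control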
# HCT116 PTEN-null – PTEN-deleted cell growth suppression; HCT116 PTEN-null viability, CellTiter-Glo, 60 h; hits give low values; viability, % at 10 µM; 140,000 compounds, 1.2% hits;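 active = viability at or below a set limit, 4 SD under the median of all tested compounds, cut at about 3.7% in these data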;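 also: PTEN knockout HCT116 line with beta catenin targeted HCT116 as companion control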
# Phagocyt inh – macrophage phagocytosis inhibition | J774A.1 macrophage IgG-bead phagocytosis, imaging | inhibition, % at 5 µM | 110,000 compounds, 0.07% hits;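 active = inhibition above the mean of the plate negative controls plus 5 SD, cut at about 13% in these data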;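 also: phagocytic index as fraction of beads internalized from green versus red external bead signal; plate controls were DMSO negative control for no effect and cytochalasin-D positive control for full effect; some results beyond the cut were filed as inactive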
# Measles CPE – protection of cells from measles virus. Measles virus-infected cells, CPE protection, absorbance. protection (pct of control), % at 4 µM. 140,000 compounds, 1.5% hits. AID 841; in the data active = protection mostly above about 24%, no sharp cut-off; inactive = mostly below about 26%; also: some compounds called inactive have numbers as strong as hits
# E-sel TNF inh – blocks E-selectin expression induced by TNF alpha. HUVEC TNFa-induced E-selectin immunofluorescence, high content. inhibition, % at 2 µM. 120,000 compounds, 0.71% hits. AID 1246;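 active = inhibition above the batch mean plus 3 SD, and confirmed as a hit on visual image review, cut at about 43% in these data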;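 also: 0% = TNF-stimulated DMSO wells and 100% = unstimulated control wells; not every result past the cut was called active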
# * = called active by the depositor; . = no result given; & = joins results of further samples.
SMILES,GALR2 blocker,BB579 growth dn,NPY-Y2 antag,Yeast lifespan up,MRP1 act,HCT116 bCat-KO,HCT116 PTEN-null,Phagocyt inh,Measles CPE,E-sel TNF inh
CCOc1ccccc1NC(=O)N1CCCC1C(=O)Nc1nnc(CC)s1 (stereo not given),-4,-48,3,1,0.2,93,97,0,8,14
C=CCn1c(-c2cccc(OC)c2)nc2nc3ccccc3nc21,-2,-47,2,-20,-4.4,86,84,.,47,4
CCC(=O)N1CCN(c2nc(-c3ccc(Cl)cc3)cs2)CC1,-7,4,2,.,-1.8,55,67,.,9,-5
COc1ccc(-n2c(SC(CN3CCCCC3)CN3CCCC3=O)nc3ccccc3c2=O)cc1 (stereo not given),-7,-33,3,2,-4.0,80,70,.,5,-7
CCOc1ccc(NC(=O)CN2CCN(CC(=O)Nc3ccc(F)c(F)c3)CC2)cc1,-8,-36,0,-7,-1.5,86,103,6,2,-7
N#CCCN(C(=O)Nc1ccc(Cl)c(Cl)c1)c1ccccc1,2,-12,3,-6,-1.0,95,89,0,5,-13
CCn1c(SCc2cccc(C(=O)O)c2)nnc1-c1ccccc1,-9,-45,1,-3,0.3,98,100,-1,12,.
COCC(C)NC(=O)c1ccccc1OC(C)=O (stereo not given),5,-30,-1,-7,-1.1,93,107,1,2,6
O=C(COC(=O)c1cc(Br)ccc1Cl)NC1CC1,7,-31,3,-4,1.9,87,88,-11,14,-1
CC1CCCN(S(=O)(=O)c2cc(Cl)ccc2Cl)C1 (stereo not given),4,-31,12,-4,-3.2,55,54,0,2,16
O=C(OCCCN1CCCC1)C1(c2ccccc2)CCCC1,-12,-68,4,-9,-0.9,97,105,-2,12,34
COc1cc(C)c(C(C)C)cc1S(=O)(=O)NCCCn1ccnc1,7,-24,3,-4,-1.1,93,95,-1,8,9
O=C(O)CNC(=O)/C(=C/c1cccc([N+](=O)[O-])c1)NC(=O)c1ccco1,-8,-30,3,1,-0.6,100,99,-10,16,.
Cc1ccc(CNC(=O)CSc2nc(C)cc(C)c2C#N)cc1,4,-96,9,1,0.2,101,111,-1,12,9
N#CCCn1c2ccccc2c2nc3ccccc3nc21,-2,-3,1,-17,0.2,90,89,0,17,-11
COc1ccc(OC)c(S(=O)(=O)N(C)CC(=O)N2CCc3ccccc3C2)c1,4,-30,3,-7,-1.3,88,88,1,11,17
N#Cc1c(SCC(=O)N2CCCCC2)nsc1SCC(=O)N1CCCCC1,0,-67,3,-10,-1.3,93,99,-2,8,-15
COc1ccc(/C=N/NC(=O)c2[nH]c(C)c(C(=O)N/N=C/c3ccc(OC)cc3)c2C)cc1,0,-14,0,3,-0.9,68,66,-9,5,.
COc1ccccc1OCC(=O)Nc1ccc(S(=O)(=O)Nc2cc(C)nc(C)n2)cc1,-3,-55,6,-1,0.0,107,101,-1,8,.
Cc1ccc(-c2nnc3ccc(SCC(=O)Nc4cc(C)on4)nn23)cc1,6,-73,0,-8,-0.8,84,102,2,8,-12
C=CCOc1ccc(CNn2c(C)n[nH]c2=S)cc1OC,-1,-59,0,-2,-0.7,100,102,.,5,-3
CCSc1ccccc1C(=O)NCc1ccc(OC)cc1,-21,-27,-1,-2,-1.5,90,100,0,2,.
C/C(N)=C(/C#N)C(=O)CSc1nc2cc(Cl)ccc2c(=O)n1-c1ccc(C)cc1,1,-41,4,-4,-4.4,56,42,1,17,.
O=c1[nH]ncc2c3ccccc3n(Cc3ccc(F)cc3)c12,-17,-44,4,-7,-0.1,93,92,-2,12,.
CCOc1ccc(-c2cn(S(=O)(=O)c3cccc4nsnc34)nc2N)cc1,-7,3,5,-7,-2.9,85,74,1,16,8
O=C(C1CCCO1)N1CCN(C(=S)Nc2ccccc2)CC1 (stereo not given),-4,-83,0,1,-1.2,83,93,-8,5,.
COc1ccccc1N1N=C(c2cccs2)CC1c1ccccc1 (stereo not given),33*,-35,3,-5,-1.0,69,65,-2,8,.
Cc1nc2ccc(NC(=O)c3cc(S(=O)(=O)N(C)c4ccccc4)ccc3Cl)cc2s1,37*,-26,12,6,-2.8,60,60,-1,6,3
CSC(=NC#N)N1CCN(c2ccc(Cl)cc2)CC1,10,-73,3,-12,-2.3,85,87,.,8,-5
OCCNc1nc(N2CCCC2)nc(N2CCCC2)n1,23,-49,2,.,-0.9,78,90,.,3,-13

# 3 of the entries above in order of their number in NPY-Y2 antag, falling.
molecule | GALR2 blocker | BB579 growth dn | NPY-Y2 antag | Yeast lifespan up | Phagocyt inh | Measles CPE | E-sel TNF inh
CSC(=NC#N)N1CCN(c2ccc(Cl)cc2)CC1 | 10 | -73 | 3 | -12 | . | 8 | -5
C=CCOc1ccc(CNn2c(C)n[nH]c2=S)cc1OC | -1 | -59 | 0 | -2 | . | 5 | -3
CCSc1ccccc1C(=O)NCc1ccc(OC)cc1 | -21 | -27 | -1 | -2 | 0 | 2 | .

# Next section:
SMILES,GALR2 blocker,BB579 growth dn,NPY-Y2 antag,Yeast lifespan up,MRP1 act,HCT116 bCat-KO,HCT116 PTEN-null,Phagocyt inh,Measles CPE,E-sel TNF inh
c1ccc(-n2ncc3c(N4CCN(c5ccccn5)CC4)nc(N4CCCCCC4)nc32)cc1,3,-38,1,-8,-0.5,86,102,4,16,5
COC(=O)c1c(N2C(=O)[C@H]3[C@@H](C2=O)[C@]2(C(=O)Nc4c2ccc(C)c4C)N2CCC[C@@H]32)sc(C)c1C,5,-9,3,-1,-3.7,81,74,-4,7,.
CC(C)C(=O)Nc1nnc(-c2ccccc2)o1,3,-19,-2,-4,-2.1,94,101,-1,4,.
Cc1occc1-c1nnc(SCC(=O)NCc2cccs2)n1-c1ccc(F)cc1,-6,-5,2,-7,-1.0,91,90,1,18,.
Cc1ccc2nc(C3CCCN(C(=S)Nc4ccccc4C)C3)[nH]c2c1 (stereo not given),5,-23,2,-25,-2.6,87,85,.,4,.
Cc1ccc(OCC(=O)N(Cc2ccccc2)C2CCS(=O)(=O)C2)c([N+](=O)[O-])n1 (stereo not given),-1,1,2,-5,-0.6,88,89,-6,37*,55
COC(=O)c1ccc(OCC(=O)c2ccccc2)cc1,-6,-30,5,-13,1.1,93,100,.,14,1
CCOC(=O)CSc1nc(-c2ccncc2)ccc1C#N,-10,-30,1,-19,-5.5,98,90,-3,21,.
CCCCOC(=O)Cn1c(=O)n(CC(=O)OCCCC)c2ccccc21,2,-22,5,-5,0.4,89,84,-1,1,9
CCOC(=O)c1sc(NCc2ccco2)c(-c2nc3ccccc3s2)c1N,6,-48,-1,-2,-4.0,72,74,2,2,-31
COC(=O)c1ccccc1NC(=O)Nc1ccc(C(=O)N2CCCC2)cc1,10,-27,-2,-15,0.1,93,96,0,4,-29
Cc1sc2cc(-c3cccc([N+](=O)[O-])c3)c(-c3cccc([N+](=O)[O-])c3)c[n+]2c1C,4,-17,3,5,-1.1,96,102,-5,7,-11
CCCCOc1cc(C(=O)NCCN(CC)CC)c2ccccc2n1,9&16,0&7,7&7,0&-1,-2.1&-2.5,79&79,84&78,.,30&9,.
Cc1cc(-c2cccc([N+](=O)[O-])c2)nc2ccccc12,3,-33,2,-6,2.0,17,13,-10,47,.
Clc1ccc(SCCn2cncn2)cc1,6,-8,1,-8,-0.2,9,10,1,4,-7
COCC(C)n1c(C)cc(C(=O)CN2C(=O)NC3(CCCCC3C)C2=O)c1C (stereo not given),-2,-39,-3,-4,0.0,105,99,-1,16,-2
CCc1ccc(NC(=O)CCc2nc3cccnc3n2Cc2ccc(OC)cc2)cc1,7,-10,4,-7,-2.2,58,61,.,14,2
O=C1CN(C(=O)c2ccccn2)c2ccccc2N1,3,-17,2,-9,0.2,102,99,.,18,.
Cn1cccc1Cc1nnc(SCC(=O)Nc2ccc(F)cc2)n1CCc1ccccc1,-2,-41,-3,-2,-4.9,78,61,0,17,-8
Cc1ccc(OCc2nc(-c3ccccn3)n[nH]2)cc1,-2,-23,2,-9,2.1,91,72,-1,7,-9
CC(C)Cn1c(CN2CCCCC2C)nc2c1c(=O)n(C)c(=O)n2C (stereo not given),1,-1,7,-3,-1.0,84,92,0,19,.
O=S(=O)(Nc1cccc(-c2cn3cccnc3n2)c1)c1ccc(F)cc1,0,-20,2,1,-2.3,91,100,-5,11,-1
CCC(C)(C)NC(=O)CN(Cc1cccs1)C(=O)CCC(=O)Nc1nccs1,-7,-59,2,-14,-2.6,96,97,5,8,-16
COc1ccc(CCNC(=O)CN(c2ccc(OC)c(OC)c2)S(C)(=O)=O)cc1OC,-8,-53,0,-6,-0.3,95,98,6,12,-20
Cc1ccc(S(=O)(=O)NNC(=O)c2sc3nc(C)cc(C)c3c2-n2cccc2)cc1,-7,-69,3,26,-1.1,95,100,0,5,-4
O=C(CSCc1ccc(Cl)cc1)N/N=C/c1c(Cl)cccc1Cl,-1,-63,17*,5,2.4,87,78,-13,9,.
Oc1ccc(-c2nccc(-c3cccs3)n2)cc1,5,-18,0,-30,-4.1,76,88,.,9,29
CCCCOC(=O)c1ccc(NC(=O)CSc2nncn2C)cc1,10,-12,0,-4,-0.3,97,91,0,21,10
Cc1ccc(-c2cc(N)n(-c3ccccc3)n2)cc1,11,-47,3,-15,1.1,89,.,.,4,.
CC1=C(C#N)C(c2ccoc2)C(C(=O)OCc2ccccc2)=C(N)S1 (stereo not given),4,-24,1,-14,-2.6,102,92,-1,17,7
CCOC(=O)c1sc(=S)n(CC)c1NC(=O)CC,-20,-97,2,4,0.1,91,104,-1,22,8
COC(=O)CCn1nnc(-c2ccc(C(C)C)cc2)n1,3,-28,3,-21,1.2,105,110,0,13,10
COc1cccc(-c2noc(CCC(=O)NC3CCCCC3)n2)c1,-4,-37,5,-5,-0.5,84,93,0,12,31
O=C(COC(=O)CCc1nc2ccccc2c(=O)[nH]1)NC(=O)NC1CCCC1,12,-9,-1,3,0.1,95,102,.,20,.
CCOC(=O)c1sc(C)c(C(=O)NCCCN2CCOCC2)c1N,7,-46,1,-10,-0.8,95,98,2,3,19
CCOC(=O)CNC(=O)Cn1cnc2c(nnn2-c2ccc(F)cc2)c1=O,-8,13,2,-8,-2.1,105,101,0,18,-13
COc1cccc(C(=O)NC(C)C(c2cccs2)N2CCOCC2)c1 (stereo not given),8,-1,5,-3,-0.6,104,111,2,17,-4
COc1ccc(C2CC3CC(c4ccccc4)N2O3)cc1 (stereo not given),7,-16,1,-13,1.4,96,103,.,7,3
COc1ccccc1NC(=O)N1CCN(c2ccccn2)CC1,-6,1,1,-3,-2.1,99,89,1,22,.
Clc1ccc(CSc2nnc(NC3=NCCCCC3)s2)cc1,-2,-12,4,-19,2.1,71,77,-1,9,10
O=C1CS/C(=C\[N+](=O)[O-])N1c1ccccc1,-4,-22,-2,-5,-1.7,89,91,.,33,-14
CCOC(=O)c1c(NC(=O)CNCCO)sc(C)c1C,-4,-43,0,-7,-1.4,100,103,0,30,-8
O=c1c2ccccc2nc(SCc2cc(F)cc3c2OCOC3)n1Cc1ccco1,-2,-7,2,-3,-0.7,61,55,2,3,-17
Cc1cccc(NC(=O)NCC(F)(F)F)n1,4,20,7,-4,-0.5,95,97,0,2,20

# Bioassay records: PubChem, several laboratories
